Source: PubChem BioAssay (The Scripps Research Institute Molecular Screening Center)
PAFAH1B2 inh: PAFAH1B2 enzyme inhibitors, primary screen, biochemical, fluorescence polarization, human; Platelet-activating factor acetylhydrolase IB subunit alpha2 (Homo sapiens), P68402; recombinant PAFAH1B2, FP-rhodamine activity probe; inhibition, % at 3.39 µM; actives 1.2% (n = 340,000);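 active means inhibition above the mean of all tested compounds plus 3 SD, cut at about 24% in these data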;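 further: 0% = enzyme with DMSO and 100% = wells lacking PAFAH1B2; many of its hits are not listed in these tables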
Target sequence (P68402 whole entry, looked up): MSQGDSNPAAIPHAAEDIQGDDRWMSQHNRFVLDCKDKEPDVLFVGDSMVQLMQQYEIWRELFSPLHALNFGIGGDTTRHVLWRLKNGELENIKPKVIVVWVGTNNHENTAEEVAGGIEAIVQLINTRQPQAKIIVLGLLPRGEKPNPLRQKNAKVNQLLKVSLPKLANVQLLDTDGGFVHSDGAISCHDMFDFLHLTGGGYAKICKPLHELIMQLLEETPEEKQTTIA
PAFAH2 inh: PAFAH2 enzyme inhibitors, primary screen, biochemical, fluorescence polarization, human; AID 492956, 2010; inhibition, % at 3.39 µM; recombinant PAFAH2, FP-rhodamine activity probe; Platelet-activating factor acetylhydrolase 2, cytoplasmic (Homo sapiens), Q99487; actives 0.99% (n = 340,000);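 active means inhibition above the mean over all tested compounds plus 3 SD, cut at about 30% in these data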;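 further: inhibitors block probe labeling of enzyme so polarization drops; 0% = enzyme with DMSO and 100% = wells lacking PAFAH2 protein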
PAFAH1B3 FP inh: PAFAH1B3 enzyme inhibitors, primary screen, biochemical, fluorescence polarization, human. Platelet-activating factor acetylhydrolase IB subunit alpha1 (Homo sapiens), Q15102. recombinant PAFAH1B3, FP-rhodamine probe. inhibition, % at 3.39 µM. actives 0.28% (n = 340,000). AID 492972, 2010;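 active means inhibition above the screen-wide average of all tested compounds plus 3 SD, cut at about 25% in these data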;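 further: 0% = enzyme with DMSO only and 100% = wells lacking PAFAH1B3 protein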
Target sequence (Q15102 whole entry, looked up): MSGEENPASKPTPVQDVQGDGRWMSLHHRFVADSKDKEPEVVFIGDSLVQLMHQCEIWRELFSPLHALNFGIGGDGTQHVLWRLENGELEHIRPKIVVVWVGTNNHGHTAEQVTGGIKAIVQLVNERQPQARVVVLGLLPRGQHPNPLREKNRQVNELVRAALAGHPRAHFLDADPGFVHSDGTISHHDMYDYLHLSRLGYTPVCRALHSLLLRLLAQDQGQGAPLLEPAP
Active calls of the source: *. A portion of the library, so the mix of outcomes need not match the whole.

SMILES: CCCC(=O)OCC1CN(Cc2ccco2)S(=O)(=O)c2c(F)cccc2O1 (stereo unspecified)
  PAFAH1B2 inh = 1
  PAFAH2 inh = 26
  PAFAH1B3 FP inh = -8

SMILES: O=C(Cn1cnc([N+](=O)[O-])n1)c1ccccc1
  PAFAH1B2 inh = -3
  PAFAH2 inh = 1
  PAFAH1B3 FP inh = 9

SMILES: COc1cc2c3c(c1OC)-c1cc4c(cc1CC3(C#N)N(C(=O)c1ccccc1)CC2)OCO4 (stereo unspecified)
  PAFAH1B2 inh = 4
  PAFAH2 inh = 5
  PAFAH1B3 FP inh = 9

SMILES: O=C(CNC(=O)OCc1ccccc1)NCC(=O)Oc1ccc([N+](=O)[O-])cc1
  PAFAH1B2 inh = 4
  PAFAH2 inh = 0
  PAFAH1B3 FP inh = -1

SMILES: O=c1ccc(-c2ccccc2)nn1Cc1ccccc1F
  PAFAH1B2 inh = 6
  PAFAH2 inh = 9
  PAFAH1B3 FP inh = 1

SMILES: O=C(Nc1ccc(N2CCOCC2)c(Cl)c1)c1ccc([N+](=O)[O-])o1
  PAFAH1B2 inh = 0
  PAFAH2 inh = 6
  PAFAH1B3 FP inh = 10

SMILES: O=C(CNc1ccc(Cl)c(C(F)(F)F)c1)N1CCN(S(=O)(=O)c2ccccc2)CC1
  PAFAH1B2 inh = 1
  PAFAH2 inh = 45*
  PAFAH1B3 FP inh = 1

SMILES: Cc1ccccc1NC(=O)c1ccc(C)c(S(=O)(=O)N2CCN(C)CC2)c1
  PAFAH1B2 inh = 8
  PAFAH2 inh = 4
  PAFAH1B3 FP inh = 10

SMILES: CC(C)(C)OC(=O)N(CCc1ccccc1)Cc1ccccc1OCc1ccc(NC(=O)C2CCCC2)cc1
  PAFAH1B2 inh = 4
  PAFAH2 inh = -12
  PAFAH1B3 FP inh = -3

SMILES: CC(=O)Nc1cccc(OCCOc2cccc([N+](=O)[O-])c2)c1
  PAFAH1B2 inh = 7
  PAFAH2 inh = 3
  PAFAH1B3 FP inh = 3

SMILES: O=[N+]([O-])c1cccc(COc2ccccc2CN2CCOCC2)c1
  PAFAH1B2 inh = 6
  PAFAH2 inh = 1
  PAFAH1B3 FP inh = -2

SMILES: COC(=O)[C@H](CCSC)NC(=O)Cn1cc(C)c(=O)[nH]c1=O
  PAFAH1B2 inh = 7
  PAFAH2 inh = -5
  PAFAH1B3 FP inh = 3

SMILES: COc1ccc(NC(=S)N2CCN(S(=O)(=O)c3ccc(F)cc3)CC2)cc1
  PAFAH1B2 inh = 0
  PAFAH2 inh = -11
  PAFAH1B3 FP inh = 7

SMILES: Fc1ccccc1CNC(=S)NC1CCCCC1
  PAFAH1B2 inh = 2
  PAFAH2 inh = 5
  PAFAH1B3 FP inh = 2

SMILES: CCN1CC(C)(C)N(C(=O)c2ccccc2)CC1(C)C
  PAFAH1B2 inh = 2
  PAFAH2 inh = -2
  PAFAH1B3 FP inh = 7

SMILES: OCCNc1ncnc2c1cnn2Cc1ccccc1
  PAFAH1B2 inh = -3
  PAFAH2 inh = 9
  PAFAH1B3 FP inh = 1

SMILES: O=C(O)c1cc2cc(Cl)ccc2[nH]1
  PAFAH1B2 inh = 6
  PAFAH2 inh = 16
  PAFAH1B3 FP inh = 2

SMILES: COC(C[C@H]1O[C@H]1C(=O)COCc1ccccc1)OC
  PAFAH1B2 inh = -1
  PAFAH2 inh = 2
  PAFAH1B3 FP inh = 0

SMILES: COCCN(C(=O)COC(=O)/C=C/c1cccc(OC)c1)c1c(N)n(CC(C)C)c(=O)[nH]c1=O
  PAFAH1B2 inh = 1
  PAFAH2 inh = 1
  PAFAH1B3 FP inh = 6

SMILES: O=C(O)C1(Nc2ccccc2Cl)CCCC1
  PAFAH1B2 inh = 2
  PAFAH2 inh = -1
  PAFAH1B3 FP inh = 9

Nothing new here: eleven of the compounds above.
SMILES: O=C(CNc1ccc(Cl)c(C(F)(F)F)c1)N1CCN(S(=O)(=O)c2ccccc2)CC1
  PAFAH1B2 inh = 1
  PAFAH2 inh = 45*
  PAFAH1B3 FP inh = 1

SMILES: Cc1ccccc1NC(=O)c1ccc(C)c(S(=O)(=O)N2CCN(C)CC2)c1
  PAFAH1B2 inh = 8
  PAFAH2 inh = 4
  PAFAH1B3 FP inh = 10

SMILES: CC(C)(C)OC(=O)N(CCc1ccccc1)Cc1ccccc1OCc1ccc(NC(=O)C2CCCC2)cc1
  PAFAH1B2 inh = 4
  PAFAH2 inh = -12
  PAFAH1B3 FP inh = -3

SMILES: CC(=O)Nc1cccc(OCCOc2cccc([N+](=O)[O-])c2)c1
  PAFAH1B2 inh = 7
  PAFAH2 inh = 3
  PAFAH1B3 FP inh = 3

SMILES: O=[N+]([O-])c1cccc(COc2ccccc2CN2CCOCC2)c1
  PAFAH1B2 inh = 6
  PAFAH2 inh = 1
  PAFAH1B3 FP inh = -2

SMILES: COC(=O)[C@H](CCSC)NC(=O)Cn1cc(C)c(=O)[nH]c1=O
  PAFAH1B2 inh = 7
  PAFAH2 inh = -5
  PAFAH1B3 FP inh = 3

SMILES: COc1ccc(NC(=S)N2CCN(S(=O)(=O)c3ccc(F)cc3)CC2)cc1
  PAFAH1B2 inh = 0
  PAFAH2 inh = -11
  PAFAH1B3 FP inh = 7

SMILES: Fc1ccccc1CNC(=S)NC1CCCCC1
  PAFAH1B2 inh = 2
  PAFAH2 inh = 5
  PAFAH1B3 FP inh = 2

SMILES: CCN1CC(C)(C)N(C(=O)c2ccccc2)CC1(C)C
  PAFAH1B2 inh = 2
  PAFAH2 inh = -2
  PAFAH1B3 FP inh = 7

SMILES: OCCNc1ncnc2c1cnn2Cc1ccccc1
  PAFAH1B2 inh = -3
  PAFAH2 inh = 9
  PAFAH1B3 FP inh = 1

SMILES: O=C(O)c1cc2cc(Cl)ccc2[nH]1
  PAFAH1B2 inh = 6
  PAFAH2 inh = 16
  PAFAH1B3 FP inh = 2

(more compounds)
SMILES: COc1cc(N2CCC(O)CC2)ccc1Nc1nnc(Cl)c(Nc2ccccc2S(C)(=O)=O)n1
  PAFAH1B2 inh = 0
  PAFAH2 inh = -3
  PAFAH1B3 FP inh = -3

SMILES: CCN(CC(=O)Nc1ccc(NC(C)=O)cc1)C(=O)c1ccc(N(C)S(=O)(=O)c2ccc(C)cc2)cc1
  PAFAH1B2 inh = 2
  PAFAH2 inh = -5
  PAFAH1B3 FP inh = 4

SMILES: COc1cccc2[nH]c3c(=O)[nH]cnc3c12
  PAFAH1B2 inh = 9
  PAFAH2 inh = 0
  PAFAH1B3 FP inh = 10

SMILES: CCN1/C(=C/c2ccc3cc(C)ccc3[n+]2CC)Sc2cc(C)c(C)cc21
  PAFAH1B2 inh = -84
  PAFAH2 inh = -14
  PAFAH1B3 FP inh = -3

SMILES: COc1cc(/C=C2\COC/C(=C\c3cc(OC)c(OC)c(OC)c3)C2=O)cc(OC)c1OC
  PAFAH1B2 inh = 2
  PAFAH2 inh = 9
  PAFAH1B3 FP inh = 15

SMILES: O=C(O)CCCC(=O)Nc1ccc2c(c1)oc1ccccc12
  PAFAH1B2 inh = -3
  PAFAH2 inh = 0
  PAFAH1B3 FP inh = 11

SMILES: Cn1c(=O)c2[nH]c(SCCN3CCCCC3)nc2n(C)c1=S
  PAFAH1B2 inh = 5
  PAFAH2 inh = -2
  PAFAH1B3 FP inh = 3

SMILES: O=C(NN=C1CCC(=NNC(=O)c2ccccn2)CC1)c1ccccn1
  PAFAH1B2 inh = 1
  PAFAH2 inh = 6
  PAFAH1B3 FP inh = 4

SMILES: CN(c1cccc(NC(=O)c2ccc(CN3CCc4ccccc4C3)cc2)c1)S(C)(=O)=O
  PAFAH1B2 inh = 3
  PAFAH2 inh = -5
  PAFAH1B3 FP inh = 9

SMILES: CN(CCc1ccccc1)C(=O)c1ccc(NC(=O)Cc2ccc(NC(=O)C3CCCN(C(=O)C4CC4)C3)cc2)cc1 (stereo unspecified)
  PAFAH1B2 inh = 6
  PAFAH2 inh = 1
  PAFAH1B3 FP inh = 10

SMILES: Cc1cc(N2CCN(C(=O)c3ccco3)CC2)n2nc(C)c(-c3ccccc3)c2n1
  PAFAH1B2 inh = 5
  PAFAH2 inh = -1
  PAFAH1B3 FP inh = 5

SMILES: COc1ccc(C(=O)N2CCN(c3cccc(C)c3C)CC2)cc1S(=O)(=O)NC1CC1
  PAFAH1B2 inh = -4
  PAFAH2 inh = 6
  PAFAH1B3 FP inh = 0

SMILES: Cc1ccc(S(=O)(=O)N2CCOCC2)cc1NC(=O)CN1C(=O)CN(C)C1=O
  PAFAH1B2 inh = 2
  PAFAH2 inh = 1
  PAFAH1B3 FP inh = 3

SMILES: COc1ccc(S(=O)(=O)N2CCOC23CCN(S(=O)(=O)c2ccc(F)cc2C)CC3)cc1
  PAFAH1B2 inh = 1
  PAFAH2 inh = -5
  PAFAH1B3 FP inh = 0

SMILES: O=C(N/N=C/c1coc2ccccc2c1=O)c1cc(O)cc(O)c1
  PAFAH1B2 inh = 11
  PAFAH2 inh = 7
  PAFAH1B3 FP inh = 10
